HT1080-NT tox: kills 2HG-producing HT-1080-NT fibrosarcoma cells | HT-1080-NT fibrosarcoma viability, CellTiter-Glo ATP luminescence, 48 h | Potency, µM (doses to about 46.1 µM), for inactives: at the top dose activity, negative = less viability, usual class: cytotoxic | hit rate 1.6% among 360,000;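 also: NT is the 2HG producing partner of a matched IDH1 knockdown line; potency is read from the fitted curve at half-maximal effect; 0% = DMSO-treated cells and -100% = media-only wells without cells; nearly all actives have a fitted effect of over 55% in size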
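HT-1080-NT fibrosarcoma cells (2HG-overproducing), 750 cells/well in RPMI with 5% FBS, dosed after 2 h and incubated 48 h at 37C. CellTiter-Glo luminescence normalized to DMSO and no-cell wells; concentration-response curves fitted and classed.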
HT1080 IDH1KD tx: kills HT-1080 cells with IDH1 knockdown; HT-1080 IDH1 knockdown viability, ATP luminescence, 48 h; Potency, µM (top dose mostly 46.1 µM), without a hit: top-dose activity, negative = toxicity, actives largely listed as cytotoxic; hit rate 2% among 360,000;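 also: potency is read from the fitted curve at half-maximal effect; 0% = DMSO wells and -100% = cell-free medium wells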
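HT-1080-IDH1KD cells (IDH1 knocked down), 750/well in RPMI with 5% FBS, treated with compound 48 h at 37 degrees C. Viability by CellTiter-Glo luminescence, normalised to DMSO and no-cell wells; concentration-response curves classed.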
KB-3-1 cytotox: kills parental KB-3-1 adenocarcinoma cells; KB-3-1 viability, CellTiter-Glo ATP luminescence, 72 h; Potency, µM (top dose mostly 46.1 µM), inactives show at the highest dose activity change, negative = cytotoxic, usual class: cytotoxic; hit rate 1.4% among 400,000; AID 1347075; also: potency is read from the fitted curve at half-maximal effect; % is scaled to controls: 0 for no effect and ±100 for the full control effect; nearly all actives have a fitted effect of over 60% in size
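Parental KB-3-1 adenocarcinoma cells in phenol-red-free DMEM with 10% FBS were pin-treated with compounds at several concentrations, incubated 72 h at 37 °C, and viability read by CellTiter-Glo luminescence; concentration-effect curves were fitted after normalization.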
IL-1B inflam inh: inhibitors of inflammasome signaling (IL-1 beta secretion). AID 743279. THP-1 LPS/ATP IL-1B secretion, AlphaLISA, 16 h; active compounds read low. hit rate 4.7% among 360,000. activity change, % at 57.5 µM; in the data active = activity change below about -50%; inconclusive = mostly about -30% to -49%; also: % is scaled to controls: 0 for no effect and ±100 for the full control effect
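THP-1 cells pretreated 1 hr with compounds (up to 57.5 uM final), then stimulated with LPS (250 ng/mL final) plus ATP (1.25 mM final); secreted IL-1B measured by AlphaLISA after 16 hr, decreased signal indicating inhibition.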
KB-V1 MDR tox: KB-V1 MDR subline cytotoxicity. KB-V1 MDR cells viability, CellTiter-Glo, 72 h. Potency, µM (series often up to 46.1 µM), inactives show at the highest dose activity change, negative = cytotoxicity, actives largely listed as cytotoxic. hit rate 3.4% among 400,000; also: potency is read from the fitted curve at half-maximal effect; % is scaled to controls: 0 for no effect and ±100 for the full control effect; nearly all actives have a fitted effect of over 60% in size
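Luminescent ATP read-out (CellTiter-Glo, 10 min) measures survival of drug-selected KB-V1 MDR cells after 72 h, 37 degrees C compound exposure. Medium: phenol-red-free DMEM, 10% FBS. Values from fitted concentration-response curves.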
MCF10A rerep: DNA re-replication induction in MCF 10a cells; MCF 10A DNA re-replication, Hoechst nuclear intensity, 48 h; Potency, µM (series often up to 46.1 µM), without a hit: at the top dose activity, positive = re-replication, usual class: activators; hit rate 2.9% among 350,000; AID 624296; also: potency is read from the fitted curve at half-maximal effect; % of control where 0% means no effect; nearly all actives have a fitted effect of over 50% in size
ATXN viability: reduces viability in counter-screen for ATXN expression inhibitors; S2 cells (HEK-293 line with an ATXN2-luciferase reporter) viability, CellTiter-Fluor protease fluorescence, 24 h; hit rate 0.49% among 400,000; Potency, µM (series often up to 56.7 µM), usual class: cytotoxic; AID 651635; also: potency is read from the fitted curve at half-maximal effect; nearly all actives have a fitted effect of over 40% in size
SW480 rereplic: DNA re-replication induction in SW480 cells; Potency, µM (doses to about 46.1 µM), inactives show at the top dose re-replication activation, hits mostly activators; AID 624297; SW480 DNA re-replication, Hoechst DNA content imaging, 48 h; hit rate 1.8% among 340,000; also: potency is read from the fitted curve at half-maximal effect; % of control where 0% means no effect; nearly all actives have a fitted effect of over 55% in size
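Cells (250 per well) received 23 nL compound or DMSO by pin tool and were kept 48 hr at 37 C, 5% CO2. Nuclei were then stained with Hoechst for 40 min and scanned for DNA content.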
ATXN2 expr inh: inhibitors of ATXN2 expression; HEK-293 ATXN2-luciferase reporter, luminescence, 24 h; Potency, µM (series often up to 57 µM), for the others: at the top dose activity change, negative = inhibition, actives largely listed as inhibitors; hit rate 0.72% among 360,000; AID 1745845; also: potency is read from the fitted curve at half-maximal effect; % is scaled to controls: 0 for no effect and ±100 for the full control effect; nearly all actives have a fitted effect of over 55% in size
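qHTS (up to 57 uM final) was run with 24 h compound exposure of reporter cells at 37 °C. Each well was multiplexed: SteadyGlo luminescence measured ATXN2-luciferase expression after a fluorogenic Gly-Phe-AFC viability readout (25 uM final).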
* hit, by the source's call; i = inactive; ? = inconclusive; / = not tested or not shown; & = joins results of further samples; [ ] = remark or other dose. Unless noted, calls follow the shape of the dose curve; as a rule, active = well fitted curve in the direction sought with a large enough effect; inconclusive = small, poorly fitted or top-dose-only effect, or another doubt; inactive = no such curve, though single readings can be large; an effect the other way counts as inactive or inconclusive.

1. CCOc1ccc(N(CC(=O)NCc2ccc(OC)cc2)S(C)(=O)=O)cc1
2. COCCN(C(=O)COC(=O)C1(c2ccccc2)CC1)c1c(N)n(CC(C)C)c(=O)[nH]c1=O
3. O=C(Nc1nc2c(ccc3ccccc32)s1)c1ccco1
4. Cc1ccccc1C(=O)N(C)c1ccccc1C(=O)NCc1ccccc1
5. Nc1c(C=C2C=CC(=O)C=C2)c(=O)nc2snc(SCc3ccccc3)n12
6. OCCNc1ncnc2c1nnn2Cc1ccccc1
7. COCCn1c(C)cc(C(=O)COC(=O)c2[nH]c(C)c(C(C)=O)c2C)c1C
8. O=C(CSc1nnc(-c2ccc(Cl)s2)o1)N1CCCc2ccccc21

Assay by compound,1,2,3,4,5,6,7,8
HT1080-NT tox,13%,-1%,?,12%,-3%,-1%,-11%,19%
HT1080 IDH1KD tx,7%,6%,-19%,3%,-3%,12%,?,23%
KB-3-1 cytotox,2%,-9%,0%,/,-13%,1%,?,13%
IL-1B inflam inh,-9,8,?,-2,-3,4,32,-8
KB-V1 MDR tox,8%,4%,-26%,/,-18%,0%,4.1µM*,0%
MCF10A rerep,-2%,-1%,?,-4%,28%,-1%,0%,1%
ATXN viability,i,i,i,i,i,i,i,i
SW480 rereplic,7%,3%,-3%,16%,?,-1%,-10%,0%
ATXN2 expr inh,/,-2%,20%,7%,/,-8%,-9%,-4%

Compound profiles (already shown). Screens in order: HT1080-NT tox	HT1080 IDH1KD tx	KB-3-1 cytotox	IL-1B inflam inh	KB-V1 MDR tox	MCF10A rerep	ATXN viability	SW480 rereplic	ATXN2 expr inh
Shown for `COCCN(C(=O)COC(=O)C1(c2ccccc2)CC1)c1c(N)n(CC(C)C)c(=O)[nH]c1=O` : -1%	6%	-9%	8	4%	-1%	i	3%	-2%
Shown for `OCCNc1ncnc2c1nnn2Cc1ccccc1` : -1%	12%	1%	4	0%	-1%	i	-1%	-8%
Shown for `COCCn1c(C)cc(C(=O)COC(=O)c2[nH]c(C)c(C(C)=O)c2C)c1C` : -11%	?	?	32	4.1µM*	0%	i	-10%	-9%

Further structures follow:
9. COc1ccc(CN2CC[C@H]3C=CC[C@@H](C(=O)Nc4ccc(Cl)c(C(F)(F)F)c4)[C@H]3C2=O)cc1OC
10. CC1CC2=C(CC1/C=N/NC(N)=S)C(C)(C)CCC2 (stereo not given)
11. O=C(c1ccc(Cl)s1)N1CCN(c2ccccc2)CC1
12. COc1ccc2c(CNCc3ccco3)c(C(=O)O)n(Cc3cccc(F)c3)c2c1
13. COc1cc(OC)cc(C(=O)NN2CCCCC2)c1
14. COc1ccc(C(=O)Nc2cccc(NC(=O)c3ccc(OC)c(OC)c3)n2)cc1OC
15. CCOC(=O)C1(Cc2cccc(OC)c2)CCCN(Cc2cnn(C)c2)C1 (stereo not given)
16. COc1ccc(NC(=O)c2ccc(-c3ccc([N+](=O)[O-])cc3)o2)cc1

Assay by compound,9,10,11,12,13,14,15,16
HT1080-NT tox,-9%,-8%,-7%,/,11%,-28%,16%,0%
HT1080 IDH1KD tx,-11%,-8%,-2%,/,0%,-17%,9%,-8%
KB-3-1 cytotox,0%&-6%,-19%,1%,?,2%,-9%,-2%,10%
IL-1B inflam inh,?,20,?,/,5,-22,3,-11
KB-V1 MDR tox,?,?,8%,0%,-9%,?,-44%,1%
MCF10A rerep,-21%,?,2%,/,2%,?,0%,8%
ATXN viability,?,?,i,?,i,i,i,i
SW480 rereplic,27%,1%,-1%,/,2%,-4%,-9%,-10%
ATXN2 expr inh,-19%,?,28%,-8%,0%,/,-39%[11.3 µM],-16%

17. CN1C(C(=O)Nc2ccc(OC(F)(F)F)cc2)=CC(c2ccc3c(c2)OCO3)=NS1(=O)=O
18. Cc1coc2c(C)c3oc(=O)c4c(c3cc12)CCCC4
19. Cc1ccc(-n2nc3c(c2NC(=O)c2c(-c4ccccc4Cl)noc2C)CSC3)cc1
20. Cc1cc(Cl)ccc1N1C(=O)CC(SCCC(=O)O)C1=O (stereo not given)
21. Cn1cc(C[C@H](NC(=O)OC(C)(C)C)C(=O)N[C@H](CO)Cc2ccccc2)c2ccccc21
22. COCCCNc1nc(CC(C)C)nc2c1nnn2Cc1ccccc1
23. CCOC(=O)c1cnc(SC)nc1N1CCCC1
24. Cc1ccc2c(c1)c(=O)c1ccccc1n2CCCC(=O)Nc1c(F)cccc1F

Assay by compound,17,18,19,20,21,22,23,24
HT1080-NT tox,-11%,6%,?,18%,12%,4%,8%,/
HT1080 IDH1KD tx,4%,1%,?,20%,9%,5%,5%,/
KB-3-1 cytotox,5%&10%,0%,-2%,17%,13%,-9%,2%,1%
IL-1B inflam inh,29,17,20,9,-12,4,0,/
KB-V1 MDR tox,-1%&6%,10%,-29%,0%,9%,-23%,-18%,-11%
MCF10A rerep,9%,4%,-6%,-2%,-2%,-9%,2%,/
ATXN viability,?,i,i,i,i,i,i,i
SW480 rereplic,?,-1%,1%,-3%,-3%,-15%,-8%,/
ATXN2 expr inh,-19%&7%,-10%,-8%,-2%,9%,/,-28%,-7%

25. COC(=O)[C@]12CCCCC=C1N(Cc1ccc3c(c1)OCO3)C(=O)[C@H](CC(=O)NCCCN1CCCC1=O)C2
26. CC(C)Oc1ccc(C2CC(=O)NC3=C2C(=O)CCC3)cc1 (stereo not given)
27. Cc1ccc(O)c(C(=O)c2cnc3c(c2)CN(CCC(C)C)C(=O)N3)c1
28. CC(C)(CO)NS(=O)(=O)c1ccc2c(c1)oc(=O)c1cc(S(=O)(=O)NC(C)(C)CO)ccc12
29. O=C(Nc1cccc(C(=O)Nc2ccc(F)cc2F)c1)c1ccccc1
30. COc1ccc(Nc2cc3n(c(=O)n2)CCc2cc(OC)c(OC)cc2-3)cc1
31. O=C(C1CC1)N1CCc2cc(S(=O)(=O)NCc3ccccc3)ccc21
32. COc1ccccc1/C=C1\SC(=S)N(CCC(=O)NCCCN2CCOCC2)C1=O

Assay by compound,25,26,27,28,29,30,31,32
HT1080-NT tox,24%,-4%,?,13%,0%,-3%,?,0%
HT1080 IDH1KD tx,22%,-5%,?,11%,-5%,-9%,1%,-9%
KB-3-1 cytotox,-1%,-15%,16%,-16%,8%,-1%,-12%,0%
IL-1B inflam inh,0,-1,-15,30,-11,-27,11,-20
KB-V1 MDR tox,-5%,?,-18%,-6%,-28%,0%,-4%,4%
MCF10A rerep,/,-14%,19%,?,-8%,2%,3%,?
ATXN viability,/,i,i,i,i,?,i,?
SW480 rereplic,/,-2%,15%,-4%,-5%,1%,?,?
ATXN2 expr inh,/,0%,-15%,4%,/,0%,/,25%

33. COc1ccccc1/C=C/C(=O)OCC(=O)Nc1c(F)cccc1F
34. COc1ccc(C(=O)N2CCCC2(C)C(=O)NCC(C)C)cc1C(F)(F)F (stereo not given)
35. CCNC(=O)CON=C1c2ccccc2-c2ccccc21
36. Cc1cc(NC(=O)CSc2ncnc3c2cnn3-c2cccc(Cl)c2)no1
37. COC(=O)C1=C(C)N(Cc2ccc(C)cc2)C(=O)C1
38. N#C/C(=N\Nc1ccc([N+](=O)[O-])cc1)C(N)=S
39. Cc1ccc2c(c1)nnn2C1CCN(S(=O)(=O)c2ccc(C(=O)O)cc2)CC1
40. Cn1nc(C(=O)NNc2c(F)c(F)cc(F)c2F)c2ccccc2c1=O

Assay by compound,33,34,35,36,37,38,39,40
HT1080-NT tox,-12%,?,-5%,4%,4%,?,3%,-2%
HT1080 IDH1KD tx,-9%,2%,-1%,14%,-4%,13µM*,3%,-3%
KB-3-1 cytotox,14%,0%,7%,2%,4%,?,7%,-1%
IL-1B inflam inh,-6,29,-8,2,6,-66*,23,42
KB-V1 MDR tox,23%,2%,-25%,-11%,-6%,?,6%,?
MCF10A rerep,-10%,/,3%,-3%,-4%,?,-5%,12%
ATXN viability,i,i,i,i,?,22µM*,i,i
SW480 rereplic,-3%,/,1%,0%,-1%,-9%,2%,-11%
ATXN2 expr inh,-10%,4%,-4%,6%,10%,-37%,-7%,-12%

41. NS(=O)(=O)c1ccc2nc(NC(=O)c3ccc(Br)o3)sc2c1
42. Cc1cc(NC(=O)CSc2nc3ccsc3c(=O)n2Cc2ccccn2)n[nH]1
43. O=C(c1ccccc1)C1CCN(C(=O)C2CCC(=O)N(Cc3ccccc3F)C2)CC1 (stereo not given)
44. Cc1ccc(NC2CCCN(C(=O)c3ccc(-n4ccnc4)cc3)C2)cc1C (stereo not given)
45. O=C(NCCC1=CCCCC1)c1cnccn1
46. O=C1CC(=O)N2N=C(c3ccc([N+](=O)[O-])cc3)SC2=N1
47. CC(/C=N/NC(=S)Nc1cccc(S(=O)(=O)N(C)C)c1)c1ccccc1 (stereo not given)
48. CC(C)[C@H](NC(=O)C1CC(=O)N(c2ccc3c(c2)OCCO3)C1)C(=O)NC1CCCC1 (stereo not given in full)
49. CCCC1=[N+](CC)CCn2c(C)ccc21
50. COc1ccc(Cl)cc1NC(=O)CN(C)CC(=O)N(CC(C)C)c1c(N)n(CC(C)C)c(=O)[nH]c1=O

Assay by compound,41,42,43,44,45,46,47,48,49,50
HT1080-NT tox,-3%,8%[9.24 µM],1%,-8%,0%,12%,10%,12%,?,-6%
HT1080 IDH1KD tx,7%,?,-2%,-10%,2%,17%,13%,16%,6%,-5%
KB-3-1 cytotox,3%,-15%,2%,17%,13%,18%,1%,3%,2%,0%
IL-1B inflam inh,-10,-7,12,i,3,5,53,19,16,0
KB-V1 MDR tox,-5%,?,?,-39%,0%,?,21µM*,-9%,0%,?
MCF10A rerep,15%,-4%,3%,-2%,-27%,-11%,-3%,-2%,1%,0%
ATXN viability,/,i,i,i,i,i,i,i,i,?
SW480 rereplic,-46%,-1%,-2%,-18%,5%[9.22 µM],2%,-7%,17%,16%,-4%
ATXN2 expr inh,/,16%,10%,-8%,30%,5%,8%,-3%,7%,/
